FN deposit inh = inhibitors of fibronectin matrix deposition, primary screen, AH1F cells, Alexa488-fibronectin fluorescence, plate reader; AH1F fibroblasts, overnight; inhibition, % at 12.6 µM; 0.086% of 350,000 active;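 active = mean inhibition across replicates of 30% or more, regardless of how many single replicates reach that level; inconclusive = mean under 30% yet at least half of replicates reach 30%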;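 also: positive control wells lacked labelled fibronectin entirely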
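Assay system: AH1F fibroblasts assembling fluorescent fibronectin matrix; Amount: 10000 AH1F cells per well; Buffer or medium: DMEM, 2% serum; Probe or stimulus: Alexa488-fibronectin, 24 nM final in well; Doses: single compound dose, delivered by pin transfer; Incubation: 1 h adhesion, overnight exposure; Measured by: fluorescence 485/525 nm; Read-out: fibronectin deposition inhibition.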
RAD54 inh = inhibitors of human RAD54 branch migration, primary screen, biochemical, fluorescence, single point | inhibition, % at 10.4 µM | RAD54 Holliday junction branch migration, FAM/BHQ fluorescence | DNA repair and recombination protein RAD54-like (Homo sapiens), Q92698 | 0.14% of 360,000 active;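 active = mean normalized replicate activity at least 40 and at least half of replicates scoring 40 or more; inconclusive = only one of the two criteria met; inactive = mean below 40 and under half of replicates reaching 40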;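 also: 0% = median of neutral control wells and 100% = median of positive control wells; inhibitors cause a drop in the FAM fluorescence signal; in these data hits start at about 50%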
Xi reactivation = activators of inactive X chromosome reactivation, primary screen, imaging, XiGFP fibroblasts, GFP high-content imaging, set 2; AID 743238, 2013; activation, % at 7.58 µM; XiGFP mouse fibroblasts, % GFP-positive cells imaging, 3 d; cells co-treated with 5-aza-dC sensitizer; scaled so ellipticine positive control = 100%; 0.055% of 360,000 active;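 active = mean normalized replicate activation at least 10% and every replicate at or above 10%; inconclusive = only one of the two criteria met; inactive = mean below 10% and not all replicates reach 10%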;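 also: 0% = median of on-plate neutral control wells and 100% = ellipticine 6 µM median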
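Assay system – SV40-immortalized XiGFP fibroblast cells, line 68-5-11 · Buffer or medium – DMEM supplemented with 5-aza-dC as sensitizing agent · Dosing – one concentration, pinned · Benchmarks – positive control ellipticine, 6 µM final · Times – 3 days compound exposure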
esBAF inh = Bmi1 luciferase reporter increase in mESCs, primary screen, esBAF inhibitor project, mouse ES cells, Bmi1 luciferase knock-in, single point; AID 602393, 2012; 24 h; 100% = twice the neutral-well signal; 2% of 350,000 active; reporter increase, % at 12.5 µM; in the data active = activation above about 40%; inconclusive = no clear call, values can overlap the other calls;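 also: 0% = median of the plate's neutral control wells and 100% = double that signal; a rise in the Bmi1 reporter signal indicates esBAF inhibition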
RAD52 inh = RAD52 DNA annealing inhibitors, primary screen, biochemical, FRET, single point, set 2; recombinant RAD52 DNA annealing, FRET fluorescence; inhibition, % at 18.7 µM; 0.46% of 360,000 active; DNA repair protein RAD52 homolog (Homo sapiens), P43351; AID 651710, 2012;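 active = every replicate showing at least 50% inhibition; inconclusive = mean inhibition at least 50% but not in every replicate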
EWS-Fli block = EWS/Fli-driven NR0B1 reporter inhibitors, primary screen, A673 cells, NR0B1 luciferase, luminescence, MLPCN library | AID 651661, 2012 | 0.67% of 350,000 active | viability-normalised | inhibition, % at 12.6 µM;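 active = mean inhibition of at least 50% after viability correction, with every replicate also passing that limit; inconclusive = mean reaches 50% but only one of two replicates passes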;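 also: firefly luciferase signal divided by Alamar Blue viability fluorescence both relative to DMSO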
E-sel inducer = E-selectin induction in HUVECs, primary screen, imaging, HUVEC, immunofluorescence imaging, single point; 0.37% of 260,000 active; P16581; AID 686992, 2013; normalized: neutral wells 0, TNF-alpha wells 100; activation, % at 7.58 µM;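 active = mean E-selectin-positive cell signal at least 10% of the positive control, reached in at least 60% of replicates, without over 20% cell loss; inconclusive = no rule given, readout overlaps actives, possibly toxicity-flagged; inactive = the rest, including those meeting only one limit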;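 also: in these data hits start at about 27%; measured in HUVEC primary endothelial cells; signal is the percent of cells scored E-selectin positive by PE staining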
Target sequence (P16581 whole entry, looked up): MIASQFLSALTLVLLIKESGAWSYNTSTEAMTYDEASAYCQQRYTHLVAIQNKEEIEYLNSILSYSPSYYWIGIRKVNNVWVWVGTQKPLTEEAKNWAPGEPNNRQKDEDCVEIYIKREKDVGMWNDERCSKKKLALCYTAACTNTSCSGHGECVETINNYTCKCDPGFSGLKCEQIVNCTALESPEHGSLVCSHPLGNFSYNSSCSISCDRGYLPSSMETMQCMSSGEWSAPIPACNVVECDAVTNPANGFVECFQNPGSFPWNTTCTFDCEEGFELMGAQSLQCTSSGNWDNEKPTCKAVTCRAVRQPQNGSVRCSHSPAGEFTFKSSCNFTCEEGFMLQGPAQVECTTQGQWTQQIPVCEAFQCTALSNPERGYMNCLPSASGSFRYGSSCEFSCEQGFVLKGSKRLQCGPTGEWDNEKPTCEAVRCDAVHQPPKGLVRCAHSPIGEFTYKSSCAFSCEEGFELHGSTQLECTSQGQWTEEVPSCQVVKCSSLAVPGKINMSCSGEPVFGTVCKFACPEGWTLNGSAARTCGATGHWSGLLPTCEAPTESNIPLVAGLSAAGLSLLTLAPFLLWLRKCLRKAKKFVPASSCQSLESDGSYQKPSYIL
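Assay system: HUVEC primary endothelial cells. Input: 3,000 HUVEC seeded per well. Doses: one compound dose added by pin transfer. Read-out basis: % PE-positive cells. Benchmarks: TNF-alpha high, DMSO low. Detection: immunofluorescence imaging. Buffer or medium: EGM-2, gelatin.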
S100A4 MyoIIA = inhibitors of S100A4-myosin IIA peptide binding, primary screen, biochemical, fluorescence polarization, TAMRA-MyoIIA peptide. Protein S100-A4 (Homo sapiens), P26447. inhibition, % at 10.7 µM. 0.14% of 360,000 active. AID 652163, 2013;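 active = mean inhibition of at least 70% across replicates, with every replicate also reaching that level; inconclusive = mean inhibition reaches 70% but some replicates fall short; inactive = mean inhibition below 70%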
Target sequence (P26447 whole entry, looked up): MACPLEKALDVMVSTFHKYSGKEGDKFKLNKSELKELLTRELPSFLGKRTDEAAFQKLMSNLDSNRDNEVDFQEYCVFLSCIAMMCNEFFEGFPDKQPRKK
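Test system: S100A4 monomer protein. Medium: HEPES buffer with Ca2+, pH 7.2. Reagent: fluorescent myosin IIA peptide, 5 nM. Compound dosing: single-point compound testing. Timing: 5 min between mix addition and reading. Benchmarks: DMSO neutral and TFP positive wells.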
Active calls of the source: *; ? = inconclusive; nt = no result given; & = joins results of further samples.

SMILES	FN deposit inh	RAD54 inh	Xi reactivation	esBAF inh	RAD52 inh	EWS-Fli block	E-sel inducer	S100A4 MyoIIA
CC(=O)Nc1ccc(-c2ccnc3c2CC(C(=O)Nc2ccccc2)O3)cc1 (configuration not stated)	20	5	-0.1	1	-13	39	0.3	-3
CN(C)S(=O)(=O)c1cccc(NC(=O)c2ccccc2OCc2ccc(F)cc2)c1	7	3	0.2	-5	-1	16	-0.3	-2
CCCN(C)C1CN(Cc2cn(Cc3cccc(C(F)(F)F)c3)nn2)S(=O)(=O)C1 (configuration not stated)	4	nt	0.0	nt	-5	-2	-0.2	-3
COc1cc(C2C(C#N)=C(N)Oc3n[nH]c(-c4cccnc4)c32)ccc1OCC(N)=O (configuration not stated)	1	nt	7.6	-7	3	0	nt	-1
Nc1ncnc2c1ncn2[C@@H]1O[C@H](C(=O)N[C@@H](CCc2ccccc2)C(=O)O)[C@@H](O)[C@H]1O	0	nt	1.4	nt	8	7	-0.1	-2
C=CCN(C(=O)COC(=O)c1cc[n+]([O-])cc1)c1nc(-c2ccccc2)cs1	-4	1	0.0	?	-38	-64	1.2	-4
Cc1cc2ncn(CCCCOc3ccccc3)c2cc1C	-4	2	nt	-17	nt	nt	1.1	nt
CCC(=O)N(C)C[C@H]1Oc2cc(-c3cccc(C#N)c3)ccc2S(=O)(=O)N([C@@H](C)CO)C[C@H]1C	-3	3	0.0	2	1	6	0.0	-6
Cc1ccc(OCCNC(=O)CNC(=O)c2ccc(C)cc2)cc1	2	12	0.5	-7	-9	0	1.2	-5
CO[C@@H]1CN(C)C(=O)c2ccc(NC(=O)CC(F)(F)F)cc2OC[C@@H](C)N(C(=O)c2ccccc2F)C[C@@H]1C	nt	nt	0.7	nt	-88	-4	-0.1	-32
CCn1ccnc1CN(C)C(=O)CCc1nnc(CCC2CCCCC2)o1	-20	10	0.0	13	-13	-42	nt	4
CN(CC(=O)Nc1cccc(Cl)c1)S(=O)(=O)c1ccc2c(c1)n(C)c(=O)c(=O)n2C	4	-1	0.0	-5	-16	nt	0.5	0
CCOCCCN(C(=O)c1snc(C(N)=O)c1N)C(C(=O)NC(C)(C)C)c1ccc(Cl)cc1 (configuration not stated)	-3	-11	0.0	6	-7	12	nt	-1
CCCCCCCCCCCCC/C=C/[C@@H](O)[C@@H](N)CO	-3	8	0.2	-1	55*	-9	?	-27
COc1ccc2[nH]c(C(=O)Nc3ccc(C)c(F)c3)cc2c1	-17	nt	0.2	nt	-24	-91	5.7	-4
Fc1ccccc1CSc1nnc(Cn2cnc3ccccc32)n1-c1ccccc1	nt	5	nt	6	-5	13	nt	-1
CCS(=O)(=O)N1Cc2cc(C(=O)N(C)C)nc(-c3cccc(-c4ccc(C#N)cc4)c3)c2[C@H]1CCO	4	nt	0.1	nt	-6	-2	-0.2	-8
COC(=O)[C@@H]1[C@@H](CO)[C@@H]2Cn3c(ccc(-c4ccccc4)c3=O)[C@@H]2N1Cc1ccccn1	nt	13	0.5	-3	-36	-1	-0.3	-41
O=C(Cc1cccnc1)N1[C@H](CO)[C@H](c2ccccc2)[C@H]1CNCC1CCC1	3	-2	0.1	-4	-21	0	-0.1	-6
CCOc1ccc(OC(=O)c2cccc(S(=O)(=O)N3CCN(C)CC3)c2)cc1	-3	-7	0.2	-3	-2	11	-0.1	-2
CC(=O)OCC(=O)C1CCC2C3CC=C4CC(O)CCC4(C)C3CCC12C (configuration not stated)	-1	0	1.2	-6	-4	1	0.7	2
CCCN(CCC)c1nc(C#N)nc(N(CCC)CCC)n1	13	nt	0.3	nt	2	-4	0.6	-4
CCC(=O)c1ccc(OCC(=O)OCC(=O)Nc2cccc(S(=O)(=O)N3CCCC3)c2)cc1	3	10	0.1	4	-9	1	nt	1
CC(C)NC(=O)N[C@H]1CC[C@H](CC(=O)O)O[C@H]1CO	2	0	0.1	-6	-3	-4	0.4	0
COc1cc2nc3n(c(=O)c2cc1OC)-c1cc2ccccc2cc1C(=O)NC3CC(C)C (configuration not stated)	-4	-15	-0.1	2	-1	4	0.3	-1
CCC(C)c1ccc(NC(=S)NN2CCOCC2)cc1 (configuration not stated)	4	nt	0.0	nt	-2	nt	-0.2	-2
O=C(c1cccc(F)c1)N1CC(=O)N2[C@@H](CO)[C@@H](c3ccc(-c4ccccc4F)cc3)[C@@H]2C1	nt	nt	0.1	nt	-2	-1	0.1	1
C[C@@H]1CN([C@H](C)CO)C(=O)c2cc(NC(=O)C3CCCCC3)ccc2O[C@@H](C)CCCCO[C@H]1CN(C)S(C)(=O)=O	nt	-4	-1.1	3	9	3	-0.1	40
CC(=O)Nc1ccc(CN2CCCN(C)CC2)cc1	-1	-15	0.1	4	-4	9	nt	-6
CCCC(=O)Nc1nnc(SCC(=O)NC2CC2)s1	2	-5	nt	-5	-2	14	nt	3
Cc1cc(Cl)ccc1OCC(=O)OCC(=O)c1c(N)n(C)c(=O)n(C)c1=O	-4	4	-0.6	-3	-2	-8	0.1	-1
CCN(c1ccccc1)S(=O)(=O)c1ccc(C(=O)NCCc2ccc(S(N)(=O)=O)cc2)cc1	-3	0	0.2	-2	-10	8	0.1	2
CCCS(=O)(=O)NC(=O)C1(C)CCN(C(=O)C2(c3ccc(Cl)cc3)CCCC2)C1 (configuration not stated)	2	-7	0.2	-1	-3	3	1.0	-1
CN=C(Nc1cccnc1)c1ccccc1	-1	1	0.4	-4	-13	9	0.8	-1
O=C(CSCC(=O)N1CCCCC1)Nc1nc(-c2cccs2)cs1	2	-5	0.0	29	-20	-12	3.4	0
COc1ccc(S(=O)(=O)N(C)C)cc1NC(=O)COC(=O)Cn1cnc2ccccc2c1=O	4	1	0.0	0	-16	2	0.0	-5
COC(=O)/C=C1\OC(C2CC2)c2ccccc21 (configuration not stated)	-2	nt	0.1	nt	2	-7	0.5	-1
CC(C)c1ccc(NC(=S)N2CCCC(c3ccc(F)cc3)=N2)cc1	-5	nt	0.0	-7	-1	17	nt	3
CC(C)N1C(=O)C(=O)N(CC(=O)N(C)c2ccccc2)C1=O	6	-15	0.0	5	-7	-6	0.4	-17
Cc1cccc(NC(=O)c2ccc(C(=O)c3ccccc3)cc2)n1	-7	8	0.7	-16	-1	-47	nt	40
CO[C@H](CN(C)C(=O)Nc1ccc(C(F)(F)F)cc1)[C@H](C)CN(Cc1ccccc1Cl)[C@@H](C)CO	13	-1	0.0	-2	13	25	1.4	1
COc1ccc(Cl)cc1N(CC(=O)Nc1ccccc1SC)S(C)(=O)=O	nt	3	nt	-5	10	nt	nt	1
C[C@@H]1CCCCO[C@H](CN(C)C(=O)Nc2ccc(C(F)(F)F)cc2)[C@@H](C)CN([C@@H](C)CO)C(=O)c2cc(NS(=O)(=O)c3cn(C)cn3)ccc2O1	2	-5	0.2	5	0	-6	0.1	-7
COc1ccc(NC(=O)c2ccccc2-c2ccccc2)cc1	-17	nt	0.0	nt	-6	5	nt	0
Cc1noc(C)c1NC(=O)Nc1ccc2c(c1)C(=O)N([C@H](C)CO)C[C@@H](C)[C@@H](CN(C)C(=O)Nc1ccc3c(c1)OCO3)O2	nt	4	-0.1	6	4	-2	0.0	8
O=c1c2ccccc2nc(COc2ccccc2)n1/N=C/c1cn[nH]c1-c1ccccc1	7	-6	0.2	26	-18	-6	nt	-3
COc1cccc(C2(C)NC(=O)N(CC(=O)Nc3ccc(N4CCOCC4)cc3)C2=O)c1 (configuration not stated)	-7	-7	0.1	-1	7	3	-0.2	-2
CC1CCC(NC(=O)CSc2ccc(S(=O)(=O)N(C)C)cn2)CC1 (configuration not stated)	-8	5	0.0	-2	-7	4	nt	1
Cn1c(CCn2ccccc2=O)nc2cc(NC(=O)COc3ccccc3)ccc21	15	8	0.0	25	-3	nt	nt	-1
CC(Oc1ccc(F)cc1)C(=O)Nc1cc(C(F)(F)F)ccc1-n1cncn1 (configuration not stated)	11	nt	0.2	nt	-7	-3	nt	2
COc1ccc(C(=O)CC(=O)Nc2ccc([N+](=O)[O-])cc2)cc1	-6	-1	0.0	0	-12	2	nt	2
C[C@@H]1CN([C@@H](C)CO)C(=O)Cc2cc(NC(=O)Cc3cn(C)c4ccccc34)ccc2O[C@@H]1CN(C)CC1CC1	nt	1	0.1	4	4	8	0.7	37
Cc1cc(C)cc(N(C(=O)c2sc(C)nc2C)C(C(=O)NCc2ccco2)c2ccccc2)c1 (configuration not stated)	nt	-1	nt	2	-6&4	2	nt	-4&-2
CC(C)Nc1nc(Cl)nc(NCCOc2ccccc2)n1	6	nt	0.0	nt	-11	-39	0.2	-4
COc1ccc(S(=O)(=O)N(C)C[C@@H]2OCCCC[C@@H](C)Oc3ccc(NC(=O)Cc4ccccc4)cc3C(=O)N([C@@H](C)CO)C[C@H]2C)cc1	0	6	0.2	6	-23	-1	0.5	-4
CCN1CCN(C(=O)c2ccc3c(c2)S(=O)(=O)c2ccccc2C3=O)CC1	-3	nt	0.0	nt	1	31	nt	-14
C(=N\n1cnnc1)/c1ccc(OC2CSC2)cc1	nt	3	nt	1	9	3	nt	2
CCc1nc2nc(C)c(NS(=O)(=O)c3ccc(CC(C)C)cc3)c(=O)n2[nH]1	-2	17	0.2	-2	-4	-7	nt	-2
CC(C)c1ccc(C2CC(=O)c3cnc(NC(=O)c4ccco4)nc3C2)cc1 (configuration not stated)	-9	20	0.4	16	1	-48	nt	8
O=C(NC1CCCCC1)C1(c2ccccc2)CC1(Cl)Cl (configuration not stated)	nt	nt	0.3	nt	2	9	nt	2
CCOC(=O)C1CCN(C(=O)/C=C/c2ccccc2)CC1	24	nt	0.0	nt	-8	-69	nt	-1

Two compounds drawn at random from those above, as already listed:
SMILES	FN deposit inh	RAD54 inh	Xi reactivation	esBAF inh	RAD52 inh	EWS-Fli block	E-sel inducer	S100A4 MyoIIA
C[C@@H]1CCCCO[C@H](CN(C)C(=O)Nc2ccc(C(F)(F)F)cc2)[C@@H](C)CN([C@@H](C)CO)C(=O)c2cc(NS(=O)(=O)c3cn(C)cn3)ccc2O1	2	-5	0.2	5	0	-6	0.1	-7
CCN1CCN(C(=O)c2ccc3c(c2)S(=O)(=O)c2ccccc2C3=O)CC1	-3	nt	0.0	nt	1	31	nt	-14

Compound activity (PubChem BioAssay)
